GPR151 activ: activators of human GPR151. Q8TDV0. PathHunter beta-arrestin GPR151 cells, luminescence. activation, % at 11.2 µM. actives 1% (n = 650,000). AID 1508602; in the data active means activation above about 4.9%;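 further: 0% = median of compound wells and 100% = cells with positive control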
Target sequence (Q8TDV0 whole entry, looked up): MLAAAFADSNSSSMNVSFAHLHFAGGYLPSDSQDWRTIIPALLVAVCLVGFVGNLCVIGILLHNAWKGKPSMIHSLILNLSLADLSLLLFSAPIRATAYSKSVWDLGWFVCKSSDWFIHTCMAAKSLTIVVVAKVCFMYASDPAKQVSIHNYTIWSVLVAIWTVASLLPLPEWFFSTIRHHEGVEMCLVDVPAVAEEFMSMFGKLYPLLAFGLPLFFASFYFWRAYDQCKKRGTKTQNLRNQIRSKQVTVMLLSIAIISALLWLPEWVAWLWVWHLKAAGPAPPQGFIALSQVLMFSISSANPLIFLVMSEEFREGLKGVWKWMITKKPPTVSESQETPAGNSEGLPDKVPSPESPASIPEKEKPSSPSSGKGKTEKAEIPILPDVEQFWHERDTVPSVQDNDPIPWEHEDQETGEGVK
TEAD-YAP inh: TEAD-YAP interaction inhibition. HEK-TIYL cells, TEAD-Gal4/YAP UAS-luciferase luminescence. inhibition, % at 9.12 µM. actives 1.4% (n = 640,000); in the data active means inhibition above about 32%;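 further: 0% = median of test compound wells and 100% = reference inhibitor wells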
FBW7 activator: human FBW7 E3 ligase activation, primary screen. normalized activity (activation), % at 26.1 µM. AID 1259310. Q969H0. AlphaScreen FBW7–phospho-cyclin E peptide binding, activator screen. actives 0.13% (n = 650,000); in the data active means normalized activity above about 1.9%;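 further: purified mutant Fbw7 with reduced substrate affinity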
MITF inh: human MITF inhibition, primary screen | O75030 | AlphaScreen MITF homodimerization, bead proximity signal | inhibition, % at 2.6 µM | actives 0.91% (n = 650,000); in the data active means inhibition above about 50%;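 further: 0% = vehicle wells with protein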
Target sequence (O75030 whole entry, looked up): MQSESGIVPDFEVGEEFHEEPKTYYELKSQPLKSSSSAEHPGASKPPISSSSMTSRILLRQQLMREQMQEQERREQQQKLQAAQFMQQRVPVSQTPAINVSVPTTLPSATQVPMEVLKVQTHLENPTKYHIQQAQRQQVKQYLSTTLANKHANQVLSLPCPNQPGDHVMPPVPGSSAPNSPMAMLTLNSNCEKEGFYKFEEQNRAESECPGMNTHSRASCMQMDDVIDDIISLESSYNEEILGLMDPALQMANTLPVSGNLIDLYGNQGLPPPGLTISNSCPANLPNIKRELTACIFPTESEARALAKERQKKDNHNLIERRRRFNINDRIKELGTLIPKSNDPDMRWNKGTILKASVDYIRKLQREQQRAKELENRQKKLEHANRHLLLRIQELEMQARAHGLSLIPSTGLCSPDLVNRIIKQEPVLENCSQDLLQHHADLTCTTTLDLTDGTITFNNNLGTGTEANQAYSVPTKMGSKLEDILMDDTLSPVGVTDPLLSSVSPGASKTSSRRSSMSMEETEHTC
Starred values were filed as active, the others as inactive. Not a hit list, and some 3.4% of all compounds hit somewhere here.

structure	GPR151 activ	TEAD-YAP inh	FBW7 activator	MITF inh
CCN(CC)CC#CC(O)(CC)CC	-0.4	8.0	0.0	12.2
O=C(NNC(=S)NCc1ccccc1)C(=O)NNC(=S)NCc1ccccc1	-0.3	2.5	-1.1	33.8
O=C1NCCN(C2Cc3ccccc3C2)C1CC(=O)N1CCN(C(=O)c2ccco2)CC1 (stereo unspecified)	0.4	2.2	-0.1	-4.3
CCCOC(=O)CSc1nc(N)c(C#N)c(-c2ccco2)c1C#N	0.7	5.1	0.7	11.8
CCOC(=O)N1CCN(C2CCCC(C)C2)CC1 (stereo unspecified)	0.2	1.6	0.2	19.3
CCOC(=O)C1=C(CN2CCC(c3ccc(C)cc3)C2)NC(=O)NC1c1ccc(C)cc1 (stereo unspecified)	-1.5	-3.9	0.0	-8.9
Cc1ccc(C2CC(C(F)F)n3ncc(C(=O)NC(C)(C)C)c3N2)cc1 (stereo unspecified)	-0.6	-1.2	0.0	-8.7
O=C(CCCc1nc(-c2ccccc2Cl)no1)Nc1ccccc1	-2.2	8.9	-0.1	8.1
Cc1cc(C)c2nc3s/c(=C/c4sccc4C)c(=O)n3c2c1	-2.0	3.4	-0.1	-0.3
COc1ccc(C(=O)NCCN2Cc3cc(C)ccc3OC(C)C2)c(OC)n1 (stereo unspecified)	-0.9	13.1	0.7	12.3

The list goes on:
structure	GPR151 activ	TEAD-YAP inh	FBW7 activator	MITF inh
COc1ccc(C(C)=O)cc1CN1C(=O)C(F)(F)Oc2ccccc21	-0.1	-0.7	0.1	11.1
O=c1c2sccc2nc(SCc2cccc([N+](=O)[O-])c2)n1-c1ccc(F)cc1	1.1	-1.3	-0.1	7.9
CCOc1ccc(/C=N\NC(=O)CCn2cnc3ccccc32)cc1	-1.2	0.1	0.3	10.8
O=C(CSc1nc2ccccc2o1)Nc1ccccc1Oc1ccccc1	-1.2	1.4	0.5	-8.6
CCc1nnc(NS(=O)(=O)c2ccc(NC(=S)NC(=O)c3cccnc3)cc2)s1	-0.8	-1.3	0.1	15.0
Cn1c(COc2ccc(Cl)cc2)nnc1SCC(=O)Nc1sccc1C(N)=O	0.1	-2.5	0.0	14.4
O=C(OCC1C(COC(=O)c2ccncc2)C1(Cl)Cl)c1ccncc1 (stereo unspecified)	3.4	0.6	-0.1	-7.0
CC1=C(C(=O)OCc2ccc3c(c2)OCO3)C(c2cccc([N+](=O)[O-])c2)NC(=O)N1 (stereo unspecified)	1.6	12.0	0.8	9.3
COc1ccc(CCNC(=S)NCc2cccs2)cc1OC	1.8	4.2	0.1	21.8
CCCCc1nc2ccccc2n1CC(=O)O	1.3	-8.6	-0.1	-2.4

Continued.
structure	GPR151 activ	TEAD-YAP inh	FBW7 activator	MITF inh
CN(C)S(=O)(=O)c1cccc(NC(=O)CCl)c1	0.8	-0.4	0.4	-6.7
CC(=O)Oc1ccccc1/C=N\NC(=O)c1ccc(C)nc1	-1.0	-5.7	-0.1	15.4
Cc1ccc(NNC(=S)NCC2CCCO2)c(C)c1 (stereo unspecified)	-1.0	-10.5	-0.1	24.2
COc1ccccc1N(CC(=O)N[C@H](C)c1ccccc1)S(C)(=O)=O	0.3	8.6	0.0	3.4
O=c1cc(CN2CCC3(CC2)OCCO3)c2ccc(O)c(O)c2o1	-1.0	-3.8	-0.1	36.7
CC(C)(C)n1cc(-c2ccncn2)cn1	-0.4	-5.6	0.1	8.7
COc1ccc(C2=C(N)c3ccccc3C2=O)cc1	-4.2	-73.4	-0.2	2.3
COC(=O)C1=C(NC(=O)NC(=O)N(c2ccc(Cl)cc2)S(=O)(=O)c2ccc(C)cc2)CCS1	0.8	0.2	0.1	-10.1
CC(C)OC(=O)C1C(C)CC2(C)CC1C(=O)O2 (stereo unspecified)	0.0	0.9	-0.1	-2.5
COc1cccc(C2c3[nH]c4ccccc4c3CCN2C(=O)c2ccncc2)c1OC (stereo unspecified)	0.5	7.7	0.2	5.2

Continuation.
structure	GPR151 activ	TEAD-YAP inh	FBW7 activator	MITF inh
CN1CCN(C(=O)c2ccc(-c3nccc(Nc4ccc(Oc5ccccc5)cc4)n3)cc2)CC1	1.1	-2.3	0.2	8.8
CC1CCCCN1S(=O)(=O)c1ccc(F)c(C(=O)Nc2cccc(Cl)c2Cl)c1 (stereo unspecified)	-4.4	-13.5	0.0	-2.5
CCOc1ccc(N2CC(O)=C(c3ccccc3)C2=N)cc1	0.0	-5.3	0.1	1.8
CC(C)(C)n1nc2c(c1NC(=O)c1cc3ccccc3oc1=O)CSC2	2.0	2.9	0.1	8.6
O=C1CC2(CCN(C(=O)Cc3ccc(F)cc3)CC2)Oc2ccccc21	-0.6	-2.5	-0.2	4.1
C=CCSc1nnc(C2CCCN(C/C(C)=C/C)C2)n1C (stereo unspecified)	-0.4	-0.2	0.2	0.0
CCOc1ccc(Nc2nc(-c3sc(N)nc3C)cs2)cc1	-0.5	-16.4	-0.1	-4.2
O=C(Nc1ccccc1Cl)C1(c2ccccc2)CCOCC1	1.0	-1.0	0.6	10.3
Cc1ccc(Nc2cc(Cl)c3nonc3c2[N+](=O)[O-])cc1	-2.9	8.3	-0.2	9.2
c1cncc(CNc2ncnc3nc(-c4csc5ccccc45)[nH]c23)c1	0.5	-4.6	0.1	-11.0

Further records follow.
structure	GPR151 activ	TEAD-YAP inh	FBW7 activator	MITF inh
O=C(Nc1ccc(C(=O)O)cc1)/C(=C\c1ccccc1)NC(=O)c1ccccc1Cl	1.2	-1.1	0.1	-11.3
CC1CCCN(C(=O)c2ccc3c(c2)NC(=O)C(CS(=O)(=O)Cc2ccc(F)cc2)N3)C1 (stereo unspecified)	-0.4	12.9	0.2	-7.0
COc1cc(C(=O)NCC2CCCN2S(=O)(=O)c2ccc(C)cc2)cc(OC)c1OC (stereo unspecified)	-2.2	-6.4	0.1	-4.3
Cc1ccccc1C(=O)Nc1ccnn1C1CCN(C(=O)Nc2ccccc2Cl)CC1	0.9	7.1	-0.1	1.1
CCCOC(=O)C1=C(C)NC2=C(C(=O)CC(c3ccc(Cl)cc3)C2)C1c1ccc(OCCC)cc1 (stereo unspecified)	3.4	4.5	0.1	-7.3
CC(=O)NC1=NN(C(C)=O)C(C)(CS(=O)(=O)c2ccc(Cl)cc2)S1 (stereo unspecified)	-0.7	6.1	0.2	16.0
CC(NC(=O)CSc1nc(N)cc(N)n1)C12CC3CC(CC(C3)C1)C2 (stereo unspecified)	-1.1	-9.2	-0.1	-3.0
Cc1ccc(Cl)cc1NC(=O)N[C@H]1C[C@H]2C(=O)N3CCC[C@@H]3C(=O)N2C1	0.1	-5.3	0.2	20.2
Cc1cc(C)c(NC(=O)CSc2nnc(C)c(=O)[nH]2)c(C)c1	0.0	5.7	0.0	1.8
CC(C)(C)NC(=O)c1nn2c(C(F)(F)F)cc(-c3ccco3)nc2c1Br	0.4	5.7	0.0	2.2

The listing continues.
structure	GPR151 activ	TEAD-YAP inh	FBW7 activator	MITF inh
Cc1ccc(OCc2nnc(N)s2)c(C)c1	0.6	-25.2	0.1	-4.2
CN1C(=O)c2ccccc2C(C(=O)O)C1c1cccc(Br)c1 (stereo unspecified)	1.0	-4.0	-0.1	-29.2
COc1cc([N+](=O)[O-])ccc1NC(=S)NCc1ccc(-n2cccn2)cc1	-1.0	7.1	-0.1	8.0
Cc1cc(C)c(CN2CCc3nnc(CCNC(=O)c4ccoc4)n3CC2)cc1C	-0.9	1.4	0.2	5.4
CC(=O)Oc1ccc(-c2csc(Nc3cccc(O)c3)n2)cc1	-1.0	-29.4	-0.2	1.4
CC(=O)c1ccc(NC(=O)C2CCN(S(=O)(=O)c3cccnc3)CC2)cc1	-0.3	2.6	0.3	10.3
COCCN1C(=O)CC(Nc2ccc(N(C)C)cc2)C1=O (stereo unspecified)	-0.6	17.5	-0.1	36.5
NC(=O)C1CCN(C(=O)c2ccc3c(=O)n(Cc4ccco4)c(SCc4ccc([N+](=O)[O-])cc4)nc3c2)CC1	-0.8	-6.6	0.0	-5.1
COc1ccc(C(CC(=O)c2cccs2)SCCO)cc1OC (stereo unspecified)	-0.8	-42.3	0.1	14.1
CC1CCCCN1C(=O)Nc1cccc(Cl)c1 (stereo unspecified)	0.2	-10.2	0.1	16.6

Three compounds drawn at random from those above:
structure	GPR151 activ	TEAD-YAP inh	FBW7 activator	MITF inh
CC1CCCCN1C(=O)Nc1cccc(Cl)c1 (stereo unspecified)	0.2	-10.2	0.1	16.6
CC(=O)c1ccc(NC(=O)C2CCN(S(=O)(=O)c3cccnc3)CC2)cc1	-0.3	2.6	0.3	10.3
Cc1ccc(OCc2nnc(N)s2)c(C)c1	0.6	-25.2	0.1	-4.2

(more compounds)
structure	GPR151 activ	TEAD-YAP inh	FBW7 activator	MITF inh
OS1=Nc2ccc(Cl)cc2S1 (stereo unspecified)	1.7	27.0	0.0	-0.5
COc1cc(OC)c(C(C)=O)c(OC)c1	0.8	-7.8	-0.1	-18.2
COc1ccc(CC2(CO)CCN(Cc3nc(C(C)C)cs3)CC2)cc1	-0.8	13.7	0.1	-5.5
O=C1c2ccccc2NC2(C(=O)N(Cc3ccccc3Cl)c3ccccc32)N1Cc1ccccc1 (stereo unspecified)	0.0	-1.8	-0.2	-4.5
CC(=O)N(C1=C(N2CCOCC2)C(=O)c2ccccc2C1=O)C1CCCC1	-0.5	7.6	-0.1	10.4
CCOCCOC(=O)C1=C(C)NC2=C(C(=O)CC(c3ccc(Cl)cc3)C2)C1c1ccc2c(c1)OCO2 (stereo unspecified)	-0.5	1.9	0.0	-13.9
CCNc1ncc(C(=O)NCCO)s1	1.8	-9.6	-0.2	-2.9
CC(CCc1ccccc1)NCc1c(C(=O)O)n(Cc2ccc(F)cc2)c2ccccc12 (stereo unspecified)	0.2	11.3	-0.1	6.6
O=C(Nc1ccc2oc(-c3ccc(Cl)cc3)nc2c1)c1ccc(Br)cc1	-0.8	10.8	-0.1	3.6
CC(=O)c1cccc(-c2ccc(C(=O)NCCN3CCOCC3)s2)c1	2.1	-17.5	0.0	8.7

The listing continues:
structure	GPR151 activ	TEAD-YAP inh	FBW7 activator	MITF inh
CNC(=O)C1CCCN(c2nnc(N3CCCC3=O)s2)C1 (stereo unspecified)	-2.2	-1.1	0.5	2.1
Fc1ccc(-c2c(-c3ccnc(Nc4ccc(N5CCOCC5)cc4)c3)noc2C2CC2)cc1	0.8	-7.2	-0.3	-121.0
COc1ccccc1N1C(=O)C(Cl)=C(Nc2ccc(Cl)cc2)C1=O	1.7	3.1	-0.1	7.4
CCC(CC)NC(=O)COC(=O)c1cc(O)c2ccccc2c1O	1.6	0.7	0.0	11.8
O=Cc1cn(CO)nc1-c1ccccc1	2.9	2.8	0.6	4.7
Cc1cc(Nc2ccccc2C(=O)O)nc(N)n1	-0.8	2.8	0.0	-6.4
CN1CCN(c2ccccc2NC(=O)c2cc(S(=O)(=O)N3CCOCC3)cn2C)CC1	-0.4	1.7	-0.1	13.8
O=c1oc2ccccc2cc1-c1csc(NC2CCCCC2)n1	0.2	-20.8	0.0	-6.3
COc1ccc(C2C(C(=O)Nc3cccc(C(F)(F)F)c3)c3ccccc3C(=O)N2Cc2ccc(F)cc2)cc1 (stereo unspecified)	-0.9	-0.5	0.2	0.7
CS(=O)(=O)c1ccc(N2CCN(S(=O)(=O)c3cccs3)CC2)c(F)c1	1.5	-6.7	-0.2	7.0

(next part)
structure	GPR151 activ	TEAD-YAP inh	FBW7 activator	MITF inh
O=C1N[C@@H](Cc2c[nH]c3ccccc23)C(=O)N2C[C@@H](NCc3cccc(F)c3)C[C@@H]12	-0.7	12.0	0.2	11.3
CNc1cc(N2CCN(CCO)CC2)ccc1[N+](=O)[O-]	2.6	3.0	-0.1	-17.7
Cc1c(Cc2ccccc2)c(N2CCN(C3CCCCC3)CC2)n2c(nc3ccccc32)c1C#N	0.2	-2.6	0.3	13.9
O=S(=O)(NCC(F)(F)C(F)(F)C(F)(F)C(F)F)c1ccc(Cl)cc1	0.0	-0.4	0.6	1.9
Cn1c2ccc(Br)cc2c2nnc(SCC(=O)Nc3ccc(OC(F)(F)F)cc3)nc21	-0.3	6.5	0.1	14.2
CCOc1ccc(C(=O)COC(=O)CCC(=O)c2ccc(Cl)cc2)cc1	-1.1	3.6	0.0	3.8
Cc1cc(C)nc(NS(=O)(=O)c2ccc(NC(=O)C3(c4ccccc4)CCCC3)cc2)n1	0.5	0.6	-0.1	5.1
OC(CNC1CCCC1)COc1ccc(OCC(O)CNC2CCCC2)cc1 (stereo unspecified)	3.0	8.5	-0.1	5.1
O=C(NCc1ccc(F)cc1)c1cc([N+](=O)[O-])ccc1N1CCCCC1	-0.3	-8.4	0.1	8.8
COC(=O)C1CCN(C(=O)C2c3ccccc3Oc3ccccc32)CC1	2.0	2.3	-0.1	-1.7

Going on with the list.
structure	GPR151 activ	TEAD-YAP inh	FBW7 activator	MITF inh
CN1CCN(C(=O)C(C(=O)c2cccc([N+](=O)[O-])c2)n2ccccc2=O)CC1 (stereo unspecified)	0.0	10.3	0.1	-6.1
CCCNS(=O)(=O)c1ccc(NC(=O)N2CCCC2)cc1	3.5	12.1	0.0	5.9
COc1ccccc1N1C(=O)C(Cl)=C(Nc2cccc(C)c2)C1=O	0.2	6.2	0.2	-4.6
Cc1[nH]nc(Sc2ccccn2)c1[N+](=O)[O-]	1.7	-9.4	0.1	3.7
C=CCNC(=O)c1ccc(OC)cc1OC	0.6	14.3	0.2	5.9
CCOc1ccc(NC(=O)c2cc3c(n(-c4ccc(C)cc4)c2=O)CCCC3=O)cc1	0.8	10.2	-0.2	2.1
N#C/C(=C(O)\C=C\C(=O)O)c1nc2ccccc2[nH]1	-0.8	-19.8	0.1	-2.3
O=C(Nn1c(C2CCC2)nc2ccccc2c1=O)C1CCC1	-0.5	4.3	0.0	4.0
O=c1oc2ccc(Cl)cc2n1CNc1ccccc1F	1.4	9.3	0.0	7.2
